GAA inh – alpha-glucosidase (human) inhibition; P10253; purified human GAA, 4-MU-alpha-glucoside fluorescence; Potency, µM (top dose mostly 76.9 µM), inactives show at the top dose activity change, negative = inhibition, actives largely listed as inhibitors; 200,000 tested, 0.005% active; AID 1466;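 note: potency is the fitted concentration of half-maximal effect; plate controls were uninhibited enzyme wells for no effect and no-enzyme background for full effect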
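Enzyme (4 nM final) mixed with compound (up to 77 uM), then 4-MU-alpha-D-pyranoside (400 uM final) added; 20 min at room temperature, pH 5.0. Reaction stopped at pH 10, fluorescence read, AC50 derived by Hill fit.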
LMNA splice mod – LMNA splicing modulation | AID 1487 | Potency, µM (highest dose often 46.1 µM), inactives show at the top dose ratio change, negative = inhibition, hits mostly inhibitors | HeLa LMNA splicing GFP/RFP minigene ratio, 48 h | 200,000 tested, 0.01% active; active = well fitted inhibition curve with a large enough effect in the signal ratio, with a control signal flat, not every such curve was filed as active; inconclusive = small, poorly fitted or top-dose-only effect, or effect the other way, or a change in a side signal; the % refers to the signal ratio; note: potency is the fitted concentration of half-maximal effect; % is set by controls: 0 for no effect and ±100 for the full control effect
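S3 HeLa cells stably expressing lamin A-EGFP splicing minigene plus DsRed2, 600 cells/well, 48 h compound exposure at 37C. Laser-scanning cytometry; analysed as GFP (500-530 nm)/RFP (575-640 nm) total intensity ratio; 0.5% DMSO vehicle.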
GAA glycogen – inhibitors or activators of human alpha-glucosidase glycogen cleavage; P10253; recombinant GAA, glycogen substrate, Amplex Red glucose oxidase fluorescence; Potency, µM (top dose mostly 76.4 µM), inactives show at the top dose activity change, negative = inhibition, hits mostly inhibitors; 300,000 tested, 0.38% active; AID 2100;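 note: potency is the fitted concentration of half-maximal effect; 0% = full enzyme reaction and -100% = no-enzyme basal signal; the screen sought inhibitors and activators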
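qHTS, 1536-well; enzyme 4 nM final; cpd up to 77 uM; substrate bovine liver glycogen 30 ug; 50 mM citrate/phosphate pH 5.0, 0.01% Tween-20; 37 C, 40 min; Amplex Red detection 45 min RT; Hill fit → AC50.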
aGlu spleen mod – inhibits or activates alpha-glucosidase in human spleen homogenate; 240,000 tested, 0.006% active; human spleen homogenate, 4-MU-alpha-glucoside fluorescence; AID 2112; P10253; Potency, µM (doses to about 79.9 µM), inactives show at the highest dose activity change, negative = inhibition, actives largely listed as inhibitors;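 note: potency is the fitted concentration of half-maximal effect; 0% = enzyme with vehicle and -100% = no enzyme basal signal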
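Human spleen homogenate (1 ug) with 4-methylumbelliferyl-alpha-D-glucopyranoside (1 mM final) in 50 mM citrate/phosphate pH 5.0, 0.01% Tween-20; 40 min at 37 C. Stopped at pH 10; 4-MU fluorescence Ex 365/Em 440 nm; AC50 by Hill fit.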
CBFb-RUNX1 inh – blocks binding between human CBF-beta and RUNX1; AID 1477; Potency, µM (highest dose often 59.8 µM), for inactives: top-dose activity, negative = inhibition, actives largely listed as inhibitors; Q01196+Q13951; AlphaScreen CBFb-His/RUNX1-biotin binding, biochemical; 230,000 tested, under 10 active; note: % of control where 0% means no effect
Target sequence (Q01196 whole entry, looked up): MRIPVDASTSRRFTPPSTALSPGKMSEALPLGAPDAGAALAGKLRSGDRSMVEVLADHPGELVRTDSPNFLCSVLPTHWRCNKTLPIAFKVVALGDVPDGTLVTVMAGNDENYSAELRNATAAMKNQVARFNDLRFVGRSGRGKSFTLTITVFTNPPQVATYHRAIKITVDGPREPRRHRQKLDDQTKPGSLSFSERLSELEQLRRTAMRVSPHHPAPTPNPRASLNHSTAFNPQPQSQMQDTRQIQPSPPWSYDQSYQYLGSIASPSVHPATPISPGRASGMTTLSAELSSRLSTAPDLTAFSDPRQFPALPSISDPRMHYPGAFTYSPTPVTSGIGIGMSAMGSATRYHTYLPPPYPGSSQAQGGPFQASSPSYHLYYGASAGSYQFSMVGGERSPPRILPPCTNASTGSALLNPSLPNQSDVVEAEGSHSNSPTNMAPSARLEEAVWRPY
Target sequence (Q13951 whole entry, looked up): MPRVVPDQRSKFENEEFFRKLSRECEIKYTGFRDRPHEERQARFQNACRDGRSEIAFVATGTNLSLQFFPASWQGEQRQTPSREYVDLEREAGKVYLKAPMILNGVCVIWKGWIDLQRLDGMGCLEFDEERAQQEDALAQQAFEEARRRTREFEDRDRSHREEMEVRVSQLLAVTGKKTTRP
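AlphaScreen binding: CBFb-His and RUNX1-biotin (30 nM each) preincubated 20 min, compound added for 15 min, then nickel and streptavidin beads for 90 min, all at room temperature. Disruption of the interaction by any mechanism counts as activity.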
HTT aggregate – inhibitors of mutant huntingtin aggregate formation in PC12 cells | PC12 HttQ103-GFP aggregates, Acumen cytometry, 40 h | Potency, µM (series often up to 46.1 µM), without a hit: top-dose activity change, negative = inhibition, hits mostly inhibitors | 220,000 tested, 1.1% active; note: potency is the fitted concentration of half-maximal effect; % is set by controls: 0 for no effect and ±100 for the full control effect; nearly all actives have a fitted effect of over 60% in size
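Compounds (qHTS titration) were added to PC12 cells expressing an ecdysone-driven HTT exon 1 Q103–GFP fusion after induction with 100 nM tebufenozide. Aggregate formation was measured as GFP objects in cell lysates.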
HTT ATP protect – protects HTT-Q103 PC12 cells, measured by ATP; PC12 HTT-Q103 induced, cytoprotection, ATP luminescence, 40 h; 230,000 tested, 0.14% active; Potency, µM (highest dose often 56.4 µM), without a hit: cytoprotection (ATP increase), actives largely listed as activators;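 note: potency is the fitted concentration of half-maximal effect; % of control where 0% means no effect; nearly all actives have a fitted effect of over 45% in size; toxic huntingtin expression switched on by the ecdysone agonist tebufenozide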
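PC12 cells stably carrying ecdysone-inducible Htt exon 1 (Q103)–GFP were induced with 100 nM tebufenozide (final) alongside library compounds in a dose series. Cytoprotection was scored as retained ATP by ATPlite luminescence.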
Numbers without * were called inactive; ? = inconclusive; / = no result given; & = joins results of further samples; [ ] = remark or other dose. Unless noted, calls come from the whole dose curve; as a rule, active = well fitted curve in the direction sought with a large enough effect; inconclusive = small, poorly fitted or top-dose-only effect, or another doubt; inactive = no such curve, though single readings can be large; an effect the other way counts as inactive or inconclusive.

SMILES	GAA inh	LMNA splice mod	GAA glycogen	aGlu spleen mod	CBFb-RUNX1 inh	HTT aggregate	HTT ATP protect
O=C(Nc1cccc(-c2cn3ccccc3n2)c1)c1cccs1	-12%	-9%	6%	-1%	-10%	4%	-4%[10 µM]
CC(C)(C)NC(NC(=O)Cc1ccccc1)C(Cl)(Cl)Cl (stereo not drawn)	4%	3%	4%	0%	2%	4%	20%
CC1CCN(C(c2ccc(N(C)C)cc2)c2nnnn2Cc2ccccc2)CC1 (stereo not drawn)	-6%	10%	-3%	-9%	-3%	-1%	-12%
CCOc1ccc(Nc2ncnc(N)n2)cc1	1%	2%	-2%	-18%	9%	-27%	-8%
Cc1ccccc1C(=O)Nc1ccc(-c2nnc(SC(C)C(=O)O)n2C)cc1 (stereo not drawn)	/	/	2%	2%	14%	-9%[9.22 µM]	-17%[10 µM]
COc1ccc(-c2noc(CCCOc3ccccc3)n2)cc1OC	5%	?	-26%	3%	?	24%	-3%[10 µM]
O=C(NC1=NCCS1)C1CC(=O)N(c2ccc(Cl)cc2)C1 (stereo not drawn)	?	?	7%	0%	-6%	18%	-4%
Cc1[nH]c(=O)c(C#N)cc1-c1ccc2nccn2c1	/	?	/	-9%&1%	18%&14%	1%	-35%[inhibitor]
CCN1CCN(C(=O)C(C)N(c2ccc(C)cc2)S(C)(=O)=O)CC1 (stereo not drawn)	1%	-11%	-1%	-4%	13%	-18%	-5%[0.074 µM]
CCc1nnc(NC(=O)CSc2nnc(CNc3ccc(C)cc3)n2C)s1	0%	0%[46 µM]	-11%	-2%	6%	4%[9.22 µM]	9%[10 µM]

Rewritten bar-delimited: entries from further up
Compound | GAA inh | LMNA splice mod | GAA glycogen | aGlu spleen mod | CBFb-RUNX1 inh | HTT aggregate | HTT ATP protect
CC1CCN(C(c2ccc(N(C)C)cc2)c2nnnn2Cc2ccccc2)CC1 (stereo not drawn) | -6% | 10% | -3% | -9% | -3% | -1% | -12%
CCOc1ccc(Nc2ncnc(N)n2)cc1 | 1% | 2% | -2% | -18% | 9% | -27% | -8%

Additional results
SMILES	GAA inh	LMNA splice mod	GAA glycogen	aGlu spleen mod	CBFb-RUNX1 inh	HTT aggregate	HTT ATP protect
Cc1nn(C)cc1-c1cc(C(=O)O)c2ccccc2n1	13%	-9%[46 µM]	12%	2%	2%	4%[9.22 µM]	7%[10 µM]
CC1CCCC(NC(=O)CCCn2c(=O)[nH]c3cc(Cl)ccc3c2=O)C1C (stereo not drawn)	2%	7%	2%	-3%	-1%	7%[9.22 µM]	4%
OCCSc1nc(-c2ccccc2)nc2ccc(F)cc12	-11%	?	-12%	-17%	15%	-5%[9.22 µM]	-11%[10 µM]
CC1CCN(CC(C)OC(=O)c2ccc3c(c2)OCCO3)CC1 (stereo not drawn)	-4%[15.4 µM]	-2%	-6%	-4%	3%	0%	-17%
O=C(NC1=C(Nc2ccc(Cl)cc2)C(=O)c2ccccc2C1=O)c1ccccc1	-2%	?	0%	-9%	-13%	?	7%[10 µM]
CCCc1[nH]n(-c2ccc([N+](=O)[O-])cc2)c(=O)c1C(C)=NCc1ccncc1	/	/	-4%	-5%	-17%	-11%[9.22 µM]	-7%[10 µM]
Cn1cc(Br)c(C(=O)Nc2sc3c(c2C#N)CCC3)n1	-6%	/	2%	1%	-13%	-6%[9.22 µM]	-5%[10 µM]
COc1ccc(CCCc2n[nH]c(=S)o2)cc1C	-2%	27%[46 µM]	-7%	-6%	0%	-12%	-39%[inhibitor]
Cc1cc(N/N=C/c2ccccc2[N+](=O)[O-])nc(-n2nc(C)cc2C)n1	/	/	-8%	-3%	-17%	-33%[9.22 µM]	-63%[inhibitor][10 µM]
CCCC(CCC(=O)Nc1ccc(C(=O)OCC)cc1)C(=O)O (stereo not drawn)	0%	-12%	0%	-1%	-2%	-5%	7%[10 µM]
CCCn1c(N2CCN(Cc3ccc(Cl)cc3)CC2)nc2ccccc21	?	/	8%	3%	13%	2%[9.22 µM]	-4%[10 µM]
Cc1ccc(NC(=O)C2CCCN2C(=O)Oc2ccccc2)cc1 (stereo not drawn)	-7%	-4%	-6%	-7%	2%	5%	16%
CCCCN(C(=O)c1ccc(Cl)c(S(=O)(=O)N2CCOCC2)c1)c1c(N)n(CCC)c(=O)[nH]c1=O	/	/	0%	-1%	3%	4%[9.22 µM]	22%[10 µM]
C(=N\NCc1ccccc1)/c1ccc2ncccc2c1	/	/	24%	1%	-2%	6%[9.22 µM]	7%[10 µM]
COc1cc(C2C3=C(Nc4ncnn42)c2ccccc2CC3)cc(OC)c1OC (stereo not drawn)	-4%	?	-22%	0%	-4%	-33%	-1%
CCC(=O)Nc1cccc(NC(=O)COc2ccc(OC)cc2)c1	-16%	2%	-7%	-5%	5%	-4%	11%
COc1ccc(-c2nn(CCC(=O)O)cc2/C=C2\SC(N)=NC2=O)cc1OC	-1%	-12%	7%	-8%	-16%	-11%	-6%[10 µM]
COc1ccc2c(c1OC)C(=O)N1c3ccccc3COC21 (stereo not drawn)	1%	-2%	5%	6%	5%	7%	-88%[inhibitor]
CCCCN(C)Cc1c(O)ccc2c(-c3ccccc3)cc(=O)oc12	-1%	-11%	-3%	-3%	14%	-39%	-2%[10 µM]
COc1ccc(Nc2nc(OC)nc(N3CCN(c4ccc(OC)cc4)CC3)n2)cc1	-1%	-3%	-3%	-3%	0%	22%	-4%
Cn1cc(/C=N/Nc2ccccc2)c2ccccc21	5%	?	?	0%	3%	-1%	-47%[inhibitor]
COc1ccc(/C=C2/N=C3CCCCCN3C2=O)cc1	-10%	/	-1%	-4%	0%	-7%	-9%
CC(=O)C(Cc1ccccc1)NC(=O)CCl (stereo not drawn)	4%	/	11%	2%	1%	-2%	-12%
Cc1c(Br)c([N+](=O)[O-])nn1CC(=O)N1CCc2ccccc21	-10%	-9%[46 µM]	9%	7%	9%	21%	/
CC(C)CCNC(=S)Nc1ccc([N+](=O)[O-])cc1	-4%	?	-2%	-15%	-8%	20µM*	30%[0.074 µM]
CCOC(=O)c1sc(=S)n(C)c1N	-5%	-7%	10%	-4%	0%	0%	-6%
CCCCN(C)CCCNC(=O)CN1C(=O)CSc2ccc(S(=O)(=O)N3CCOCC3)cc21	0%	-4%[46 µM]	-5%	-1%	0%	-4%	/
CCOc1ccc(NC(=O)CC2C(=O)Nc3ccccc3N2C(=O)c2ccccc2)cc1 (stereo not drawn)	9%	6%[46 µM]	-8%	5%	3%	-7%[9.22 µM]	3%[10 µM]
O=C(N/N=C/C(Cl)=C/c1ccccc1)c1ccncc1	-4%	-25%[46 µM]	-9%	10%	-10%	25%	?
O=C(CSc1nccc(-c2cccs2)n1)Nc1ccc(F)c(Cl)c1	2%	?	-8%	2%	15%	-10%[9.22 µM]	5%[10 µM]

A draw from above in order of heavy-atom count, high to low:
SMILES	GAA inh	LMNA splice mod	GAA glycogen	aGlu spleen mod	CBFb-RUNX1 inh	HTT aggregate	HTT ATP protect
CCOc1ccc(NC(=O)CC2C(=O)Nc3ccccc3N2C(=O)c2ccccc2)cc1 (stereo not drawn)	9%	6%[46 µM]	-8%	5%	3%	-7%[9.22 µM]	3%[10 µM]
O=C(CSc1nccc(-c2cccs2)n1)Nc1ccc(F)c(Cl)c1	2%	?	-8%	2%	15%	-10%[9.22 µM]	5%[10 µM]
Cc1c(Br)c([N+](=O)[O-])nn1CC(=O)N1CCc2ccccc21	-10%	-9%[46 µM]	9%	7%	9%	21%	/
O=C(N/N=C/C(Cl)=C/c1ccccc1)c1ccncc1	-4%	-25%[46 µM]	-9%	10%	-10%	25%	?
CC(=O)C(Cc1ccccc1)NC(=O)CCl (stereo not drawn)	4%	/	11%	2%	1%	-2%	-12%
CCOC(=O)c1sc(=S)n(C)c1N	-5%	-7%	10%	-4%	0%	0%	-6%

Further results.
SMILES	GAA inh	LMNA splice mod	GAA glycogen	aGlu spleen mod	CBFb-RUNX1 inh	HTT aggregate	HTT ATP protect
CCn1cc(C2=NCC(C)O2)c2ccccc21 (stereo not drawn)	-8%	-1%	-5%	10%	-1%	-6%	-24%
COc1ccccc1CNC(=O)CCN1C(=O)COc2ccc(C)cc21	-18%	2%	13%	-3%	-1%	0%	-10%
CCSc1nnc(NC(=O)CSc2nnc(Cc3cccn3C)n2CCc2ccccc2)s1	-5%	-11%	1%	-3%	-19%	-3%	-13%
CCOC(=O)Nc1ccc(C)cc1C	-9%	3%	-9%	-4%	0%	0%[9.22 µM]	12%
CCC(=O)OCc1c(C(F)(F)F)nn(C)c1Sc1ccc(F)cc1	5%	18%	-4%	3%	15%	-31%	0%
COC(=O)c1ccc2c(c1)nc(C)n2CCO	2%	0%	3%	-10%	17%	25%	5%[10 µM]
COc1ccc(/C=C/C(=O)Oc2ccc(/C=N\NC(=O)c3ccc(F)cc3)cc2)cc1	-2%	1%	15%	-4%	0%	-2%	3%[10 µM]
CCCCC/C=C\C/C=C\C/C=C\CCCCC(=O)NCC(=O)O	/	/	/	7%	12%	/	20%
COC(=O)C1=C(C)NC(=O)/C1=C\c1cccs1	0%	-8%	9%	0%	-7%	-6%	-7%
COCCN(Cc1cc2cc(C)ccc2nc1Cl)C(=O)Nc1ccccc1OC	10%	/	-4%	-7%	2%	-6%[9.22 µM]	-19%[10 µM]
COc1ccc(OC)c(NC(=O)CCNS(=O)(=O)c2ccc3c(c2)c(=O)n(C)c(=O)n3C)c1	0%	-19%[46 µM]	2%	3%	6%	-1%	-34%
CC(=O)c1cc(C#N)c(N2CC(C)OC(C)C2)nc1C (stereo not drawn)	5%	5%[46 µM]	25%	-1%	12%	6%	/
Cc1ccc(C)n1-c1ccc(C#N)cn1	3%	/	-1%	/	1%	-4%	-28%
CC(=O)NC(Nc1nc2c(s1)CCCC2)(C(F)(F)F)C(F)(F)F	-11%	-3%	9%	0%	2%	14%	/
O=C(NCc1cccs1)c1cc(-c2ccccc2)on1	-11%	?	4%	-4%	5%	4%	-16%[0.074 µM]

Compound activity from PubChem BioAssay.
